Source: PubChem BioAssay
S3 lipid droplet – qHTS Assay for Lipid Storage Modulators in Drosophila S3 Cells | 320,000 tested, 0.64% active | Drosophila S3 cells, BODIPY lipid droplet fluorescence, 18-24 h; cells fed with added oleic acid | Potency in µM for hits, for the others lipid storage change, negative = inhibition, % at the top dose, mostly 46.1 µM; active = well fitted inhibition curve with a large enough effect in the signal ratio, with a control signal flat, not every such curve was filed as active; inconclusive = small, poorly fitted or top-dose-only effect, or effect the other way, or a change in a side signal; the % refers to the signal ratio
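Laser-scanning cytometry quantifies lipid droplet accumulation (500–530 nm total intensity; droplet/cell object ratio) in oleic acid-fed (400 uM added) Drosophila S3 cells treated with a concentration series. 20 uM Triacsin C defined 100% inhibition.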
S3 lipid droplet cell count max – second read-out of S3 lipid droplet, no call of its own (marks repeat the call); cell number change, %; measured here: cell count max response;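 cells counted by Cell Tracker Red CMTPX staining in the red channel; peak over a dose series mostly up to 46.1 µM; percent activity relative to internal control wells on each plate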
* hit, by the source's call; i = inactive; ? = inconclusive; / = not tested or not shown. % is set by controls: 0 for no effect and ±100 for the full control effect; potency is the fitted concentration of half-maximal effect. This is a subset (hit frequency here may not be typical).

SMILES	S3 lipid droplet	S3 lipid droplet cell count max
Cn1nc(C(F)(F)F)c2cc(C(=O)O)sc21	?	/
CSc1nc(S(=O)(=O)c2ccccc2)c(Cl)s1	i	/
COC(=O)c1cc(OC)c(OC)cc1NC(=O)CSc1nnnn1Cc1ccccc1	i	5
CCc1cc(=O)oc2cc(C)cc(OCc3nn[nH]n3)c12	13%	-6
COc1cc(NC(=O)c2onc(C)c2Cl)cc(OC)c1OC	1%	3
CC(C)c1ccc(CNc2ncccn2)cc1	14%	9
O=C(CN1CCCCCCC1)Nc1ccc(Cl)cc1Cl	?	/
Cc1c(Cl)cccc1NC(=O)CS(=O)(=O)c1ccccc1	?	/
Cc1cccc(NC(=O)C(C)SCc2nc3sc4c(c3c(=O)[nH]2)CCCC4)n1 (configuration not stated)	?	/
Nc1c(N(CCC2=CCCCC2)C(=O)CCCOc2ccccc2)c(=O)[nH]c(=O)n1Cc1ccccc1	22%	/
CCC(=O)Nc1nc2ccc3sc(C)nc3c2s1	?	/
CCOc1cc(NC(=S)NCC2CCCO2)c(OCC)cc1NC(=O)C1CC1 (configuration not stated)	18%	6
COCCN(C(=O)c1snc(C(N)=O)c1N)C(C(=O)NC1CCCCC1)c1ccc(OC)c(OC)c1 (configuration not stated)	?	/
Cc1cc(N2C(=O)C(O)=C(C(=O)c3ccco3)C2c2ccc(O)cc2)no1 (configuration not stated)	?	/
O=C1NC(Cc2c[nH]c3ccccc23)C(=O)N1Cc1ccccc1 (configuration not stated)	?	/
O=C(Nc1ccc2nc(-c3ccccc3)oc2c1)c1ccco1	?	/
COc1ccc(C)cc1S(=O)(=O)n1ccnc1C	6%	11
Cn1c(C23CC4CC(CC(C4)C2)C3)n[nH]c1=S	?	/
Cc1ccc(NN=Nc2nc3c([nH]2)c(=O)n(C)c(=O)n3C)cc1	8%	-5
COC(=O)N(NC(=O)C(O)(c1ccccc1)c1ccccc1)c1ccccc1	-4%	10
COc1cccc(-c2ncc3ccccc3c2COC(=O)c2ccc(F)cc2)c1	10%	8
O=C(CN1CCCc2ccccc21)NCCc1ccc(Cl)cc1	?	/
O=C1CCCN2N=C(SCC(=O)Nc3ccc(OC(F)(F)F)cc3)SC2=N1	-6%	-12
COC(=O)N/N=C/c1c(C)nn(-c2cccc(Cl)c2)c1Cl	?	/
CSCc1ccc(C(=O)NC(C)c2ccc(-n3ccnc3)cc2)cc1 (configuration not stated)	i	-4
Cc1scc(C(=O)Nn2cnnc2)c1-c1ccccc1	?	/
COc1ccc(C(=O)COC(=O)c2ccccc2O)c(OC)c1	-5%	5
COc1cccc(OCC(=O)N2CCC3(CC2)CC(=O)c2ccccc2O3)c1	?	/
CC[C@H](C)NC(=O)c1ccc(Cn2c(=S)[nH]c3c([nH]c4ccc(OC)cc43)c2=O)cc1	?	/
Cc1ccc(C(=O)C(C)OC(=O)C2=COCCO2)cc1C (configuration not stated)	4%	/
CSc1ccccc1C(=O)C1CCCN(Cc2c(C)n(C)n(-c3ccccc3)c2=O)C1 (configuration not stated)	15%	-10
Cc1ccccc1NC(=O)Cn1nc(C(=O)O)c2ccccc2c1=O	?	/
C=CCn1c(CNC(=O)c2ccco2)nnc1SCC(=O)c1ccccc1	-17%	1
C=CCn1c(SCC(=O)OCC)nc(C(F)(F)F)cc1=O	?	/
O=C(COC(=O)CNC(=O)c1ccccc1)Nc1ccccc1Cl	-11%	-9
O=C(Nc1ccc2[nH]c3c(c2c1)CCCC3)c1ccco1	?	/
Cc1c(NC(=O)Nc2ccc(C(C)C)cc2)c(=O)n(-c2ccccc2)n1C	i	-2
COc1ccc(/C=C/C(=O)N2CCN(c3ccccn3)CC2)c2ccccc12	?	/
Oc1ccc(CN2CCc3ccccc3C2)c2cccnc12	?	/
O=C(NCc1ccccn1)c1cccc([N+](=O)[O-])c1	?	/
CCOc1ccc(N2C(=O)CC(/C=C3/N(C)c4ccccc4C3(C)C)C2=O)cc1 (configuration not stated)	?	/
Cc1ccc(Cl)cc1NS(=O)(=O)c1cn(C)nc1C	?	/
O=C(O)COc1ccc2c(c1)O/C(=C\c1ccco1)C2=O	3%	33
CCCc1cc(=O)[nH]c(SCCc2ccccc2)n1	-2%	-19
COc1cc(O)c2c(=O)c3c(OC)c(O)ccc3oc2c1	-2%	/
CCOc1ccccc1-n1c(SCC(=O)N(CC)CC)nnc1-c1ccccn1	?	/
COc1ccc(CNC(=O)C2CCN(S(=O)(=O)c3ccc(SC)cc3)CC2)cc1	i	/
Cc1ccc(NC(=O)CCC(=O)N/N=C/C=C/c2ccccc2)cc1	25%	5
Cc1c(CCO)c(=O)[nH]n1S(=O)(=O)c1ccccc1	?	/
CCOc1cc(N2CCOCC2)c(OCC)cc1NC(=O)CN1CCCC1	-5%	22
COC(=O)[C@@H]1CC[C@H](C)[C@@H](c2ccc(C)cc2)N1C(=O)c1ccc(/C=N/O[C@@H](C)c2cn([C@H](CO)Cc3ccccc3)nn2)cc1	?	/
CC(C)C[C@H](NC(=O)c1nc[nH]c1C(=O)N[C@@H](CC(C)C)C(=O)OCc1ccccc1)C(=O)OCc1ccccc1	?	/
CCCc1nnc(NC(=O)CCC(=O)NC2CC2)s1	?	/
CCC1(CC)NC(=O)N(CC(=O)OCC(=O)c2ccccc2OC)C1=O	20%	19
COc1cccc(Nc2nc(-c3sc(NC(=O)CC(C)C)nc3C)cs2)c1	?	/
Cc1cn(C)c(=O)n(C)c1=O	-7%	16
Cn1c(-c2ccco2)n[nH]c1=S	?	/
CC(C)C[C@H](NC(=O)N1CC(=O)Nc2ccccc21)C(=O)N1CCC(C(=O)O)CC1	i	/
CCCC(C(=O)Nc1ccc(C)c(S(=O)(=O)N2CCOCC2)c1)c1ccccc1 (configuration not stated)	?	/
Cc1nc(CN2CCN(C(=O)c3ccc(Br)cc3)CC2)cs1	?	/

For convenience, some entries already given:
SMILES	S3 lipid droplet	S3 lipid droplet cell count max
CSc1nc(S(=O)(=O)c2ccccc2)c(Cl)s1	i	/
COC(=O)c1cc(OC)c(OC)cc1NC(=O)CSc1nnnn1Cc1ccccc1	i	5
CCc1cc(=O)oc2cc(C)cc(OCc3nn[nH]n3)c12	13%	-6
COc1cc(NC(=O)c2onc(C)c2Cl)cc(OC)c1OC	1%	3
CC(C)c1ccc(CNc2ncccn2)cc1	14%	9
O=C(CN1CCCCCCC1)Nc1ccc(Cl)cc1Cl	?	/
Cc1c(Cl)cccc1NC(=O)CS(=O)(=O)c1ccccc1	?	/
Cc1cccc(NC(=O)C(C)SCc2nc3sc4c(c3c(=O)[nH]2)CCCC4)n1 (configuration not stated)	?	/
Nc1c(N(CCC2=CCCCC2)C(=O)CCCOc2ccccc2)c(=O)[nH]c(=O)n1Cc1ccccc1	22%	/
CCC(=O)Nc1nc2ccc3sc(C)nc3c2s1	?	/
CCOc1cc(NC(=S)NCC2CCCO2)c(OCC)cc1NC(=O)C1CC1 (configuration not stated)	18%	6
COCCN(C(=O)c1snc(C(N)=O)c1N)C(C(=O)NC1CCCCC1)c1ccc(OC)c(OC)c1 (configuration not stated)	?	/
Cc1cc(N2C(=O)C(O)=C(C(=O)c3ccco3)C2c2ccc(O)cc2)no1 (configuration not stated)	?	/
O=C1NC(Cc2c[nH]c3ccccc23)C(=O)N1Cc1ccccc1 (configuration not stated)	?	/
O=C(Nc1ccc2nc(-c3ccccc3)oc2c1)c1ccco1	?	/
COc1ccc(C)cc1S(=O)(=O)n1ccnc1C	6%	11
Cn1c(C23CC4CC(CC(C4)C2)C3)n[nH]c1=S	?	/
Cc1ccc(NN=Nc2nc3c([nH]2)c(=O)n(C)c(=O)n3C)cc1	8%	-5
COC(=O)N(NC(=O)C(O)(c1ccccc1)c1ccccc1)c1ccccc1	-4%	10
COc1cccc(-c2ncc3ccccc3c2COC(=O)c2ccc(F)cc2)c1	10%	8
O=C(CN1CCCc2ccccc21)NCCc1ccc(Cl)cc1	?	/

Following part
SMILES	S3 lipid droplet	S3 lipid droplet cell count max
CC(=O)Oc1cccc(-c2nc3ccccc3c(=O)o2)c1	-49%	/
CSc1ccc(/C=C(/NC(=O)c2ccccc2)C(=O)N2CCN(C)CC2)cc1	?	/
C[C@H](NC(=O)C1CC(=O)N(c2ccc3c(c2)OCO3)C1)C(=O)NC1CCCC1 (some centres not stated)	?	/
CCc1ccc(NC(=O)c2cccc(C(=O)Nc3ccc(CC)cc3)n2)cc1	?	/
Cc1ccc2[nH]c3c(c2c1)CCCC3=O	i	/
O=C(COc1ccc(Cl)cc1)NC1CCSC1=O (configuration not stated)	i	23
COCCNC(=O)CS(=O)Cc1nc(-c2ccc(OC)cc2)oc1C (configuration not stated)	-9%	20
CC(C)C[C@@]12C(=O)N(c3cccc(Cl)c3)C(=O)N1[C@H](c1ccc(Br)cc1)[C@@H]1C(=O)N(C(C)(C)C)C(=O)[C@@H]12	?	/
COCc1ccc(C(=O)N2CCC(CCC(=O)Nc3cccc(C)c3)CC2)s1	i	5
CCCn1nnnc1SCC(=O)NNC(=O)c1ccco1	?	/
Cc1cc(C)nc(NC=C2C(=O)OC(C)(C)OC2=O)n1	-20%	2
CC(C)C[C@H](N)c1nnc(S(=O)(=O)Cc2ccc(F)cc2)o1	?	/
Cc1cc(N2CCN(Cc3ccc4c(c3)OCO4)CC2)n2ncnc2n1	i	21
CCOc1ccc(N(CC(=O)Nc2c(C)n(C)n(-c3ccccc3)c2=O)S(=O)(=O)c2ccc(F)cc2)cc1	?	/
COC(=O)Cn1ncc2c(C)n(Cc3ccccc3)c(C)c2c1=O	i	/
O=C(O)CC1(CC(=O)Nc2ccc3c(c2)C(=O)OC3)CCCCC1	5%	-3
COc1ccc(NC(=O)CSCC(=O)NCCc2ccccn2)cc1	i	12
Cc1ccccc1NC(=O)COC(=O)c1ccc(S(=O)(=O)N2CCCCCC2)cc1	?	/
Cc1cc(Nc2ccc([N+](=O)[O-])cc2)c2ccccc2n1	?	/
Cc1cc(C)c2nc(N3CCN(C(=O)c4ccco4)CC3)sc2c1	15%	-7
CCN(CC)c1ccc(NC(=O)COC(=O)COc2ccccc2[N+](=O)[O-])cc1	-11%	27
CCc1nnc(NC(=O)c2cc(S(=O)(=O)N3CCOCC3)ccc2N2CCCCC2)s1	?	/
COc1cc(OC)cc(-c2nnc(SCC(=O)N3CCCC3)o2)c1	?	/
S=C1NC2(CCS1)Oc1ccccc1C1CC(c3ccccc3)=NN12 (configuration not stated)	?	/
COc1ccc(/C=N/NC(=O)c2ccncc2)cc1CN1CCCc2ccccc21	-1%	-13
CN(C(=O)COC(=O)c1ccc(Cl)cc1N)C1CCS(=O)(=O)C1 (configuration not stated)	i	/
NC(=O)c1ccsc1NC(=O)COC(=O)C1CCCN1C(=O)c1cccs1 (configuration not stated)	?	/
Cc1cc([N+](=O)[O-])nn1Cc1noc(C(=O)NCCCn2ccnc2)n1	?	/
CCCN(CC(=O)Nc1ccccc1C)C(=O)c1ccc(OCc2c(C)noc2C)cc1	?	/
CC(Oc1ccc(Cl)cc1Cl)C(=O)NC1CCSC1=O (configuration not stated)	?	/
CC1(C)C2CCC1(C)C(NC1=NCCC1)C2 (configuration not stated)	11%	-15
COc1ccc(Cn2c(C)cc3c(c2=O)C(c2cccs2)C(C#N)=C(N)O3)cc1OC (configuration not stated)	?	/
c1ccc(Cn2c(CNc3nc4ccccc4n3CCN3CCOCC3)nc3ccccc32)cc1	?	/
O=C(c1cccc(S(=O)(=O)N2CCOCC2)c1)N1CCN(S(=O)(=O)c2cccc([N+](=O)[O-])c2)CC1	?	/
NC(=O)C1(N2CCCCC2)CCN(C(=S)Nc2ccccc2)CC1	3%	1
O=C(CC12CC3CC(CC(C3)C1)C2)NC(=S)N1CCCCC1	-5%	-14
COc1cccc(/C=N/Nc2ncnc(N)c2[N+](=O)[O-])c1OC	?	/
O=C(Nc1ccc(N2CCOCC2)cc1)C1CCCN(S(=O)(=O)c2cccc(C(F)(F)F)c2)C1 (configuration not stated)	9%	2
CN(CC(=O)Nc1ccc(Cl)c(C(F)(F)F)c1)C(=O)C1CC(=O)N(CCc2ccccc2)C1 (configuration not stated)	?	/
O=S(=O)(Nc1ccccn1)c1ccc(-n2cccn2)cc1	?	/
N#Cc1c(C(F)(F)F)cc(-c2ccc(Cl)cc2)nc1SCC(=O)O	13%	-12
COc1ccc(C2C(C(=O)c3ccco3)=C(O)C(=O)N2CC2CCCO2)cc1OC (configuration not stated)	?	/
O=C(COc1ccc2c(-c3ccccc3)cc(=O)oc2c1)N[C@H](Cc1c[nH]c2ccccc12)C(=O)O	?	/
O=S(=O)(Nc1cccnc1)c1ccc(F)cc1	i	3
CCSc1nc2c(c(=O)[nH]1)C(c1cccs1)C(C(=O)OC)=C(C)N2 (configuration not stated)	?	/
CCn1c(COc2cccc(OC)c2)nnc1SCC(=O)Nc1ccccc1C(=O)OC	17%	-10
COc1nc(Nc2ccc(C(C)C)cc2)nc(OC)n1	?	/
CC1CCCN(C(=O)C2CCN(S(=O)(=O)c3ccc4c(c3)CC(C)N4C(=O)C3CC3)CC2)C1 (configuration not stated)	i	12

Random excerpt: two compounds from above, in no set order.
SMILES	S3 lipid droplet	S3 lipid droplet cell count max
Cc1ccc(Cl)cc1NS(=O)(=O)c1cn(C)nc1C	?	/
Nc1c(N(CCC2=CCCCC2)C(=O)CCCOc2ccccc2)c(=O)[nH]c(=O)n1Cc1ccccc1	22%	/

The listing continues.
SMILES	S3 lipid droplet	S3 lipid droplet cell count max
O=C(OCc1cc([N+](=O)[O-])cc2c1OCOC2)c1ccccn1	?	/
Cc1ccc(C(=O)c2c(NC(=O)c3cccnc3)sc3c2CCCC3)cc1	-14%	18
O=C(c1cccs1)N1CCCC(c2nc3c(nnn3Cc3ccccc3Cl)c(=O)[nH]2)C1 (configuration not stated)	?	/
Cc1cccc(-n2ncc3c(NCc4ccccn4)ncnc32)c1	0%	5
